Screening results (PubChem)
PPARg SRC3 recr: PPARgamma agonists recruiting SRC-3 coactivator, primary screen, biochemical. activation, % at 8 µM. biochemical PPARgamma/SRC-3 coactivator recruitment assay. 200,000 compounds, 0.26% hits. Peroxisome proliferator-activated receptor gamma (Homo sapiens), P37231; in the data active means activation above about 23%;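 further: 0% = DMSO and 100% = reference agonist; some compounds past the cut are filed as inactive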
Target sequence (P37231 whole entry, looked up): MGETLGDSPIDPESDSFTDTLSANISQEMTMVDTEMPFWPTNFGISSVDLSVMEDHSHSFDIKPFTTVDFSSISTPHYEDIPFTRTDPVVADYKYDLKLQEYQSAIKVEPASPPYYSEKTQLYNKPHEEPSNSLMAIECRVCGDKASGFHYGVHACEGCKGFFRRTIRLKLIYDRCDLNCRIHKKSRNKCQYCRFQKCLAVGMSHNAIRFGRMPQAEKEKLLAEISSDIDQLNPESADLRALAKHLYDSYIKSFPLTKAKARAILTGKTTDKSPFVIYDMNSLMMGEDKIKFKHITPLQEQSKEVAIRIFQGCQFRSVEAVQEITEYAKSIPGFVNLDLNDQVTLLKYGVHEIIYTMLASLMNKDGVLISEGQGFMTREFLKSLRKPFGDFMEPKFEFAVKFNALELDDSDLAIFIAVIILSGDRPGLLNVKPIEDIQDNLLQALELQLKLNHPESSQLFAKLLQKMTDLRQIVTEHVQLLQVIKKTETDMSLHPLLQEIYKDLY
Redox H2O2 prof: compounds producing H2O2 with reducing agent – biochemical, NIH compound library profiling, artefact control for MLSCN library redox annotation, primary screen | activation, % at 10 µM | 200,000 compounds, 0.03% hits | DTT-dependent redox cycling H2O2, phenol red/HRP absorbance; 100% = 100 µM peroxide control, 0% = buffer;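 active means activation of at least 50% relative to the plate's high and low controls in the primary single-dose screen; inactive means activation below 50%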;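 further: compound incubated with DTT at 0.8 mM final as the reducing agent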
PPARg SRC-1 ag: PPARgamma agonists recruiting SRC-1 coactivator, primary screen, biochemical | Peroxisome proliferator-activated receptor gamma (Homo sapiens), P37231 | PPARgamma-SRC-1 coactivator recruitment biochemical assay | activation, % at 8 µM | 200,000 compounds, 0.41% hits | AID 631, 2007; in the data active means activation above about 19%;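 further: 0% = DMSO and 100% = reference agonist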
bIAP inh: bovine intestinal alkaline phosphatase inhibitors, primary screen, selectivity assay for TNAP inhibitor project, biochemical, bovine IAP, CDP-star luminescence; 190,000 tested, under 10 active; inhibition, % at 20 µM; purified bovine IAP, 30 min; alkaline phosphatase, intestinal [Bos taurus];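 active means over 50% inhibition of intestinal alkaline phosphatase at 20 µM in the single-dose screen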
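test system = bovine IAP enzyme | medium = DEA buffer 100 mM, pH 9.8, with MgCl2 1.0 mM, ZnCl2 0.02 mM | detection = luminescence | dosing = single compound dose of 20 µM, 2% DMSO final | incubation = 30 min reaction at room temperature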
ROMK primary: ROMK potassium channel modulators, primary screen, cell-based, thallium flux, MLSMR library | B-score at 10 µM | 130,000 compounds, 2% hits | Tet-inducible ROMK, thallium flux fluorescence; actives lie on both sides | AID 1918, 2009;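 active means signal ratio slope over the read window, or its plate-corrected B-score, at least 3 SD from the plate mean, either direction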;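 further: B-score of the F/F0 ratio slope over 7 to 12 s after thallium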
Target sequence (P48048 whole entry, looked up): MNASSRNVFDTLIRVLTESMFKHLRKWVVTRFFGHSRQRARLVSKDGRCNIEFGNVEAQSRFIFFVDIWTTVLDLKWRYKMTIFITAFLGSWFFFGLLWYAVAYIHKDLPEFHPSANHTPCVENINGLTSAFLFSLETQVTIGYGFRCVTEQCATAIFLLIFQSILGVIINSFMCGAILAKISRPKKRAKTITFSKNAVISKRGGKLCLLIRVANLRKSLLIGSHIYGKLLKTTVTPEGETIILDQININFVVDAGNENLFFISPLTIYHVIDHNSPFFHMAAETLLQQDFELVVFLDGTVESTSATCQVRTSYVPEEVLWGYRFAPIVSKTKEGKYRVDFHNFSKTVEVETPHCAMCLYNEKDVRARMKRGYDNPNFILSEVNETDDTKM
S1P3 antag: S1P3 receptor antagonists, primary screen, cell-based. Sphingosine 1-phosphate receptor 3 (Homo sapiens), Q99500. CHO S1P3 NFAT-BLA reporter, FRET fluorescence, antagonist mode. inhibition, % at 4.98 µM. 170,000 compounds, 0.27% hits. AID 485, 2006;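 active means inhibition above the plate cutoff, the mean inhibition of test wells on that plate plus 3 SD, cut at about 28% in these data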;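 further: cells challenged with S1P at its EC80 of 0.8 µM; blue over green emission ratio from cleaved BLA substrate after 4 h stimulation; 0% = S1P-stimulated wells and 100% = unstimulated DMSO-only wells; some compounds past the cut are filed as inactive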
Lmaj promast: Leishmania major promastigote growth inhibition, primary screen | inhibition, % at 10 µM | Leishmania major promastigotes, resazurin fluorescence viability | 200,000 compounds, 9% hits | AID 1063, 2008; in the data active means inhibition above about 50%;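 further: promastigotes grown with compound for 44 hours at 28 °C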
PPARg SRC2 recr: agonists of PPARg-SRC-2 recruitment, primary screen, biochemical, HTS | Peroxisome proliferator-activated receptor gamma (Homo sapiens), P37231 | PPARgamma LBD-SRC-2 recruitment | activation, % at 8 µM | 200,000 compounds, 0.34% hits; in the data active means activation above about 22%;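 further: 0% = vehicle and 100% = reference agonist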
RAM inhibit: inhibitors of the yeast RAM network, primary screen, dse1pr::URA3 reporter, 5-FOA selection; S. cerevisiae dse1pr::URA3 reporter, 5-FOA growth OD615, 2 d; analog-sensitive cbk1-as2 kinase mutant strain; inhibition, % at 50 µM; 190,000 compounds, 1.8% hits;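 active means inhibition above a set limit, 3 SD over mean compound inhibition, cut at about 8.4% in these data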;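 further: 0% = DMSO-only wells with no growth and 100% = 10 µM 1-NA-PP1 full growth; inhibition rescues growth on 5-FOA so higher OD means more RAM inhibition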
HMGR II inh: inhibitors of E. faecalis class II HMGR, primary screen, biochemical, Enterococcus faecalis | inhibition, % at 10 µM | 190,000 compounds, 0.41% hits | purified E. faecalis HMGR, NADPH absorbance 340 nm kinetic | AID 1066, 2008;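 active means inhibition above a set limit, the median over all tested compounds plus 3 SD, cut at about 9.5% in these data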;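 further: enzyme runs in reverse so mevalonate oxidation gives rising NADPH absorbance; 0% = complete reaction with DMSO and 100% = background rate lacking mevalonate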
TR-FRET SRC-2 ct: TR-FRET signal artefacts, primary screen, artefact control for PPARgamma SRC-2 agonist project, biochemical; 200,000 compounds, 0.4% hits; TR-FRET artefact counter-screen; active compounds read high; AID 1049, 2008; TR-FRET ratio at 8 µM; in the data active means TR-FRET ratio above about 2000; further: inactives centre near 1500
An asterisk follows results filed as active; / = no result given.

structure	RAM inhibit	PPARg SRC2 recr	TR-FRET SRC-2 ct	PPARg SRC3 recr	S1P3 antag	ROMK primary	bIAP inh	Lmaj promast	PPARg SRC-1 ag	HMGR II inh	Redox H2O2 prof
COc1cc(/C=N/Nc2nc(C)cc(C)n2)ccc1OC(=O)c1ccco1	-0.3	-9	1351	1	2	0.14	24	51*	-11	-6	0.7
Cc1cc(-c2ccccc2)nc(N2CCC(C(=O)NC(C)C)CC2)n1	0.9	-12	1560	7	0	0.48	5	8	-2	-2	-0.2
CCCOc1ccc(C(=O)NC(C)C(=O)O)cc1 (centres undefined)	1.3	-10	1444	-8	/	-0.48	6	-7	1	-3	0.2
CCNC(=O)c1c(NC(C)=O)sc2c1CCCC2	0.4	5	1492	3	/	/	6	-5	-3	1	1.8
OC(CNCc1ccc(Cl)cc1)C(F)(F)F (centres undefined)	0.1	-3	1548	0	-13	0.65	-1	-1	6	-3	-0.5
O=C(Nc1ccc2c(c1)OCO2)c1cnccn1	2.2	4	1463	0	0	0.11	5	2	2	-2	-0.1
COC(=O)C/C(C)=N/Nc1ccc(S(=O)(=O)N2CCCC2)cc1[N+](=O)[O-]	0.6	-1	1419	1	-13	/	-6	-5	-3	-8	0.1
O=C(Cn1c(=O)n(-c2cccc(Cl)c2)c(=O)n1CC(=O)N1CCCCC1)N1CCCCC1	0.3	-2	1537	3	-11	0.15	-1	2	3	3	2.5
COc1ccc(NC(=O)COC(=O)/C=C/c2cnc3ccccc3n2)cc1	1.1	-1	1441	1	0	-0.23	-7	0	-6	1	-0.1
CC1CCC/C(=N\NC(=S)NCc2ccccc2)C1 (centres undefined)	2.2	4	1593	2	/	/	/	-6	2	-3	-9.9
CCOC(=O)c1c(C)nc2c(C)cccn12	0.8	-7	1441	1	/	-0.03	6	-2	-3	-1	0.3
Cc1ccc(-n2c(CSc3nc(C)cc(C)n3)nnc2SCC(=O)NCc2ccco2)cc1	0.3	-2	1447	-7	-48	/	-6	-9	5	-8	2.5
COc1cc(C(=O)O)ccc1O	1.5	7	1569	-1	-3	0.47	1	-6	3	-1	0.4
CC(C)CNS(=O)(=O)c1ccc(CCC(=O)O)cc1	0.1	14	1609	2	20	0.19	16	-13	1	0	0.9
O=C(c1ncc[nH]1)c1ccco1	0.3	2	1451	7	-38	0.11	-1	-4	1	-6	-0.3
O=S(=O)(c1cccc2cccnc12)N1CCN(Cc2ccccc2)CC1	2.5	2	1613	3	2	-0.15	12	-6	1	-1	0.8
O=C(Cc1ccc(Cl)cc1)N/N=C/c1c(Cl)cccc1Cl	2.2	0	1789	5	-2	-0.91	/	72*	10	0	0.5
Cc1nn(C)cc1CN(C)S(=O)(=O)c1cccc([N+](=O)[O-])c1	-0.9	11	1716	4	-12	-0.98	-9	7	4	1	-0.5
Cc1ccc(CC(=O)N/N=C/c2ccc3c(c2)OCO3)cc1	3.2	6	1637	5	-15	0.53	0	0	-4	-13	0.7
S=c1nc(-c2ccccc2)n(CCN2CCOCC2)c2c1CCCC2	-0.6	8	1530	-3	/	/	7	-8	-1	1	0.7
CC1CCOC2(O1)C(=O)N(CN1CCN(c3cccc(Cl)c3)CC1)c1ccccc12 (centres undefined)	1.1	15	1663	15	/	/	13	-2	12	-3	1.8
CN1CCN(C(=O)c2ccccc2NC(=O)c2cccs2)CC1	1.0	3	1708	4	-47	/	48	-5	-4	-1	2.1
CSC(=NC#N)N1CCN(c2c(C)cccc2C)CC1	2.5	7	1634	7	-11	-0.18	0	9	4	-6	-0.7
COc1ccc(C(=O)Nc2c(Cl)cc(Cl)cc2C(=O)NCc2ccco2)cc1	3.2	3	1599	-2	/	/	-2	6	4	-7	0.4
COc1ccccc1OCCNC(=O)c1cc(F)c(F)cc1Cl	0.4	11	1555	6	4	0.99	1	-6	-1	3	-0.5
Cc1cc2c(cc(C(=O)OC(C(=O)NCC3CCCO3)C(C)C)n2C)o1 (centres undefined)	0.1	1	1684	1	-6	0.05	-3	23	8	-3	0.0
O=[N+]([O-])c1ccc(Nc2c3ccccc3nc3ccccc23)cc1	3.5	-2	1489	3	-2	/	23	57*	-6	-6	-0.8
CC(C)COC(=O)Nc1nnc(SCc2ccccc2F)s1	3.1	-5	1553	2	/	-0.049	6	-8	2	-3	4.7
CCCCn1c(=O)[nH]c2ccccc21	0.8	14	1643	5	12	/	8	-6	2	-13	-0.4
CCOC(=O)c1cc(C)sc1NC(=O)CCC(=O)O	-0.3	-4	1434	-1	/	/	10	-5	0	-3	0.1
Cc1cc2nc(C)n(CCCNC(=O)Nc3ccc(F)cc3)c2cc1C	-1.0	2	1484	2	/	-0.8	31	91*	0	-1	0.1
O=C(Nc1ccc(N2C(=O)c3cccc4cccc(c34)C2=O)cc1)c1ccc(N2CCCCC2)c([N+](=O)[O-])c1	6.2	-1	1598	3	0	-0.62	2	75*	-1	-5	/
O=C(/C=C/c1cccc([N+](=O)[O-])c1)NCCN1C(=O)S/C(=C\c2ccc(F)cc2)C1=O	2.9	7	1659	5	-1	-0.031	7	46	5	-5	0.2
COc1cccc(N2CCN(c3ccc(S(=O)(=O)N4CCCC4)cc3)CC2)c1	0.8	9	1760	2	/	0.65	1	2	10	2	-1.2
Cn1cc(Br)c(C(=O)NNC(=O)c2ccccc2)n1	0.1	16	1798	5	-10	0.52	-4	-3	3	-2	-0.5
Cc1ccccc1NC(=O)C(=O)NCCc1ccccc1	1.0	-6	1388	-2	1	0.64	15	29	1	0	0.3
COc1cccc(-c2cc(C(F)(F)F)nc(-n3ccc([N+](=O)[O-])n3)n2)c1	1.3	-5	1814	0	-13	0.95	-6	21	-2	2	-0.7
CCOCCn1c(N2CCN(c3ccccc3)CC2)nc2c1c(=O)n(C)c(=O)n2C	0.0	-2	1400	-1	/	/	5	-4	2	-8	-0.5
O=C1CN(C(=O)COC(=O)CNC(=O)c2ccc(Cl)cc2)c2ccccc2N1	1.1	4	1508	3	8	0.087	-14	-7	3	6	-1.8
O=C(NC(=S)Nc1ccc(-c2nc3ncccc3o2)cc1)c1ccccc1F	1.9	5	1736	1	-3	0.012	21	4	3	-1	-1.7
CCOC(=O)C1=C(C)N(C)C(=S)NC1c1cccc(Cl)c1Cl (centres undefined)	5.0	-4	1635	-1	10	-0.57	3	8	6	-4	-0.4
COCCNC(=S)N/N=C(\C)c1cccc([N+](=O)[O-])c1	0.7	1	1429	-1	-2	-0.04	-1	-8	-5	0	-0.2
COc1ccc(C2C(C(=O)Nc3ccccc3)=C(C)Nc3nc(CCCO)nn32)cc1 (centres undefined)	1.3	-4	1416	-4	4	/	3	-1	1	-3	-1.1
CCCCCn1nc(C)c(/C=N\NC(=O)c2cc(C)oc2C)c1C	0.1	9	1724	13	/	/	0	5	3	-4	-0.4
C/C(=N\NC(=O)CSc1nc2ccccc2s1)c1ccco1	4.3	-4	1517	-1	6	0.32	-9	1	0	-4	-0.4
Fc1cccc(Cl)c1CNC(c1ccccc1)c1ccccc1	-0.1	-3	1532	-9	/	0.2	42	-5	2	0	0.8
COC(=O)C1=C(C)NC(=O)/C1=C\c1ccc2c(c1)OCO2	3.1	-4	1322	2	/	0.88	2	10	3	2	1.8
Cc1n[nH]c(C)c1N1C(=O)c2cccc3c(Br)ccc(c23)C1=O	2.4	7	1587	-13	/	-1.8	11	6	-10	-2	0.3
CCOc1ccc(NC(=O)N2CCN(S(C)(=O)=O)CC2)cc1	1.8	-8	1714	-1	2	-0.11	0	-4	6	-4	-0.6
CCCc1sc(N)nc1-c1ccc(Cl)cc1	2.5	4	1734	-2	13	/	1	21	0	-4	0.6
Cc1ccc(-c2nnc3c4ccccc4c(C)nn23)cc1NC(=O)c1ccco1	/	2	1506	13	6	/	/	13	0	/	-2.7
Cc1nc(SCC(=O)Nc2ccccc2C(F)(F)F)c(C#N)c(C)c1CC(=O)c1ccc(Br)cc1	1.3	-5	1408	-4	/	0.33	15	-9	5	2	0.1

Three entries already listed, ordered by SMILES length, smallest number first.
structure	RAM inhibit	PPARg SRC2 recr	TR-FRET SRC-2 ct	PPARg SRC3 recr	S1P3 antag	ROMK primary	bIAP inh	Lmaj promast	PPARg SRC-1 ag	HMGR II inh	Redox H2O2 prof
COc1cc(C(=O)O)ccc1O	1.5	7	1569	-1	-3	0.47	1	-6	3	-1	0.4
O=C(Cc1ccc(Cl)cc1)N/N=C/c1c(Cl)cccc1Cl	2.2	0	1789	5	-2	-0.91	/	72*	10	0	0.5
O=[N+]([O-])c1ccc(Nc2c3ccccc3nc3ccccc23)cc1	3.5	-2	1489	3	-2	/	23	57*	-6	-6	-0.8

Compounds as they come; any-hit rate near 13%.
